PMI activator: increases human mannose-6-phosphate isomerase activity; P34949; activation factor at 20 µM; purified human PMI, coupled resazurin fluorescence, 20 min; hits give high values; 1 = vehicle control, 0 substrate-free wells; 190,000 compounds, 0.005% hits;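 active = activation factor of 2 or more at 20 µM, relative to plate controls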
Target sequence (P34949 whole entry, looked up): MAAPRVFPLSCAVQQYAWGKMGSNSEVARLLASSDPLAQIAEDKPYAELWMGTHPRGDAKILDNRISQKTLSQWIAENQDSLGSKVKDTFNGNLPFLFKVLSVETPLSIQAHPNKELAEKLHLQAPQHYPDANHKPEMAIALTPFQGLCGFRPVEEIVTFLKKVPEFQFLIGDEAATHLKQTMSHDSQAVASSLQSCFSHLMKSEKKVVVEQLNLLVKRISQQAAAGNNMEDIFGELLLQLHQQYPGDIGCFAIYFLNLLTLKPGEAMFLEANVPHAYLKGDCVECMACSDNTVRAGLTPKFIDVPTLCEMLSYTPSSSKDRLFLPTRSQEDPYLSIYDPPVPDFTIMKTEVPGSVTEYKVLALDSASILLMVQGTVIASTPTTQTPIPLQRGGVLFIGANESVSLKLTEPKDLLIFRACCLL
PMI act hi M6P: activators of human phosphomannose isomerase at near-saturating mannose 6-phosphate. coupled PMI enzyme assay, resazurin fluorescence, 20 min; hits give high values; 1 = untreated enzyme, 0 = substrate-free blank. activation factor at 20 µM. 190,000 compounds, 0.34% hits. AID 1216;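 active = activation factor of 2 or more at 20 µM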
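Test system: human phosphomannose isomerase with PGI, G6PDH, diaphorase coupling enzymes / Doses: 20 µM compound, 1% DMSO / Times: enzyme reaction with compound 20 min at room temperature / Measured by: Diaphorase-driven resazurin-to-resorufin fluorescence, excitation 544, emission 590 nm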
bIAP act: increases bovine intestinal alkaline phosphatase activity; purified bovine IAP, CDP-star luminescence, 30 min; hits give high values; fold of DMSO-control signal, blank-subtracted; activation factor at 20 µM; 200,000 compounds, 0.17% hits; AID 1016;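 active = activation factor of 2 or more at 20 µM, a signal rise over negative controls twice the positive control's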
TNAP act hi DEA: TNAP (human) activation, high acceptor. P05186. purified TNAP, CDP-star luminescence, 1 M DEA, 30 min; hits give high values; 0 = EDTA background, 1 = DMSO-only activity. 200,000 tested, under 10 active. activation factor at 20 µM. AID 1136;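 active = activation factor at least 2 at 20 µM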
Target sequence (P05186 whole entry, looked up): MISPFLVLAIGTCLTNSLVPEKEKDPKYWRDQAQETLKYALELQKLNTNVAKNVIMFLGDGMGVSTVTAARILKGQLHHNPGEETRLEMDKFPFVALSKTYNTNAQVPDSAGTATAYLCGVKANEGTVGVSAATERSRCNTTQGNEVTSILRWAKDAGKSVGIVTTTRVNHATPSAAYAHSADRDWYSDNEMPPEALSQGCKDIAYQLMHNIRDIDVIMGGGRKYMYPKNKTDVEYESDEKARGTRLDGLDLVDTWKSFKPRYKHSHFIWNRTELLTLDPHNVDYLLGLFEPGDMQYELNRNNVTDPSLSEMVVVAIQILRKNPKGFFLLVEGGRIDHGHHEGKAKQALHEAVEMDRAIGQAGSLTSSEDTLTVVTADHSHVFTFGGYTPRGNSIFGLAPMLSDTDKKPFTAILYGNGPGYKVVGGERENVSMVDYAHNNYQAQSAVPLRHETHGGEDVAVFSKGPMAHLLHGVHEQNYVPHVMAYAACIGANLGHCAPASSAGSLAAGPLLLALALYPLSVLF
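Test system – human TNAP · Doses – 20 µM single point · Incubation – 30 min, room temperature · Signal – luminescent substrate turnover signal · Read-out basis – activation factor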
Diaphorase act: counter-screen for diaphorase-based assays: diaphorase activators and chemical reducers | Diaphorase/resazurin coupled assay, resorufin fluorescence, 16 min; hits give high values; 1 = vehicle wells, 0 = NADH-free wells | activation factor at 20 µM | 190,000 compounds, 0.005% hits | AID 1229;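 active = diaphorase activity raised at least twofold by the compound at 20 µM; inactive = activation factor below 2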
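Test system: Clostridium kluyveri diaphorase, purified enzyme; input: enzyme 0.07 U/mL final; buffer or medium: 50 mM HEPES pH 7.4 with 4.542 mM MgCl2, 0.005% Tween 20; also added: 0.114 mM NADH and 0.1 mM resazurin, final amounts; schedule: 16 min enzyme reaction, ambient temperature; technique: fluorescence of resorufin, 544 nm excitation, 590 nm emission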
Lmaj promast: Leishmania major promastigote growth inhibition; 200,000 compounds, 9% hits; Leishmania major promastigotes, resazurin fluorescence viability; inhibition, % at 10 µM; in the data active = inhibition above about 50%;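 note: promastigotes grown with compound for 44 hours at 28 °C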
TNAP inh no acc: inhibitors of human TNAP without phosphate acceptor. inhibition, % at 20 µM. P05186. 200,000 compounds, 0.26% hits. AID 1012. purified TNAP, CDP-star luminescence, 30 min;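 active = tissue-nonspecific alkaline phosphatase inhibition above about 50% at 20 µM in the single-dose screen, limit read from the data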;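 note: 0% = DMSO negative control and 100% = EDTA positive control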
bIAP inh: blocks bovine intestinal alkaline phosphatase activity; purified bovine IAP, CDP-star luminescence, 30 min; inhibition, % at 20 µM; 190,000 tested, under 10 active; AID 1019;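 active = over 50% inhibition of intestinal alkaline phosphatase at 20 µM in the single-dose screen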
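Assay system – bovine IAP enzyme · Quantity – bovine IAP at 1/65,000,000 final dilution · Detection – CDP-star luminescence signal · Times – 30 min reaction at room temperature · Also added – CDP-star substrate at 30 µM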
TNAP inh hi DEA: inhibitors of human TNAP at high phosphate acceptor concentration; P05186; purified TNAP, CDP-star luminescence, 1 M DEA; 200,000 compounds, 0.03% hits; AID 1135; inhibition, % at 20 µM;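 active = over 50% inhibition of tissue-nonspecific alkaline phosphatase at 20 µM in the single-dose screen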;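 note: plate controls were DMSO wells for no effect and EDTA-quenched wells as full inhibition for full effect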
Diaphorase inh: counter-screen for diaphorase-based assays: diaphorase inhibitors and chemical oxidizers; diaphorase resazurin-to-resorufin fluorescence, NADH, 16 min; bacterial (C. kluyveri) enzyme, not human; inhibition, % at 20 µM; 190,000 compounds, 0.69% hits; AID 1217;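 active = primary screen inhibition at 20 µM above a set limit, cut at about 50% in these data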;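 note: plate controls were DMSO with full reaction for no effect and wells lacking NADH for full effect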
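System: Diaphorase enzyme from Clostridium kluyveri | Amount: Enzyme working solution with 0.14 U/mL diaphorase | Benchmarks: No-NADH positive control and DMSO neutral control | Signal: Fluorescence of resorufin formed from resazurin, Ex 544/Em 590 nm | Schedule: 16-min room-temperature incubation before reading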
Active calls of the source: *; i = inactive; nt = no result given. No enrichment for hits; about 10% have a hit in one of these screens.

SMILES	PMI activator	PMI act hi M6P	bIAP act	TNAP act hi DEA	Diaphorase act	Lmaj promast	TNAP inh no acc	bIAP inh	TNAP inh hi DEA	Diaphorase inh
CSc1nc2ccc(Nc3nc(N4CCOCC4)nc(N4CCOCC4)n3)cc2s1	0.9	1	1.1	1	0.9	15	-7	-6	-2	10
Cc1nnc(NC(=O)c2ccc(S(=O)(=O)N3CCCCCC3)cc2)o1	1.1	0.9	1	1	0.9	-7	5	-3	-2	14
C=CSc1sc(Cl)c(N(C)C)c1[N+](=O)[O-]	0.8	0.9	0.9	1	0.9	-2	-8	13	2	14
OCCCCNCc1ccc(OCc2ccc(Cl)cc2Cl)cc1	0.9	1	1.1	1	1.2	101*	-2	-8	-4	-16
O=C(CNC(=O)c1ccc(Br)o1)NCc1ccc2c(c1)OCO2	0.9	1	0.9	1	1	-1	-14	8	-2	2
N=c1sccn1CC(=O)NCCc1ccc(Cl)cc1Cl	0.9	1	0.8	1.1	0.9	1	-10	16	-7	12
O=C(Nc1nc(-c2cccs2)cs1)c1cccc(S(=O)(=O)N2CCCCCC2)c1	0.9	0.9	0.7	1.1	0.8	34	-4	31	-6	17
CCOC(=O)c1c(NC(=S)NC(=O)c2ccco2)sc2c1CCCC2	1	1	0.8	1	0.9	1	-1	21	-4	10
Cc1ccc(-n2cnc3cc(NCc4cccs4)ccc32)cc1	0.7	0.8	22*	1	0.8	16	-12	i	-2	19
Cn1cnnc1SCc1ccc(C(=O)N/N=C/c2cccs2)cc1	0.9	1	1	1	0.9	0	-16	3	-4	11
COc1ccc2cc(C(c3nnnn3Cc3ccccc3)N3CCCCCC3)c(=O)[nH]c2c1 (stereo unspecified)	1	1.3	1	1.1	0.6	36	3	0	-8	43
O=C(NCC1CCCO1)c1ccc(NS(=O)(=O)c2cccc([N+](=O)[O-])c2)cc1 (stereo unspecified)	1.1	1	1	1	1	-9	-10	-2	-3	-3
CNC(=O)CSc1nnnn1-c1cc(C)ccc1C	0.9	0.9	0.9	1	0.9	17	-4	10	0	6
Cc1nc(N2CCN(C(=O)c3ccco3)CC2)c2oc3ccccc3c2n1	1	1	1	1	0.8	nt	-8	2	-3	17
O=S(=O)(Nc1nccs1)c1ccc(Cl)cc1	0.9	0.9	0.9	1	0.9	-4	-5	12	1	11
Cc1cc(OCC(=O)N2CCOCC2)cc2oc(=O)c3ccccc3c12	0.9	0.9	1	1	0.9	-5	-4	2	1	11
COCC(=O)N(CCc1ccc(OC)c(OC)c1)Cc1cc2cc(C)ccc2nc1Cl	1	1	1	1	0.9	8	-9	-4	-2	11
CCc1ccc(N2CC(C(=O)NCc3ccco3)CC2=O)cc1 (stereo unspecified)	1	1	0.8	1	0.8	-9	-16	22	-2	20
COc1ccc(CCNC(=O)CCc2ccc(S(=O)(=O)NC(C)C)cc2)cc1OC	1.1	1	1	1	0.8	-1	-7	-2	-2	17
CCOc1cccc2cc(C(=O)Nc3ccccc3-c3ccccc3)c(=O)oc12	0.8	0.9	0.8	1	0.9	44	-9	16	5	13
CCc1nc(N2CCN(C(=O)c3ccco3)CC2)c2oc3ccccc3c2n1	1.1	1.1	1	1.1	0.8	83*	-9	-2	-10	20
COc1cccc(C2CC(c3ccccc3Cl)n3nc(N)nc3N2)c1 (stereo unspecified)	1	1	1.1	1.1	0.9	4	-8	-5	-5	14
O=C(CSc1nnc(NC2CCCCC2)s1)NC1CCS(=O)(=O)C1 (stereo unspecified)	1.1	1.2	0.9	1.1	1.2	12	-1	6	-12	-19
CCOC(=O)CC(=O)Nc1ccc(C(=O)OCC)cc1	0.9	1	0.9	1.1	0.9	6	-16	9	-7	13
CCCn1nnnc1NC(=O)c1ccc(C)cc1Cl	0.5	0.9	1	1	0.5	-3	-4	0	0	48

Rewritten in CSV form: entries from further up
mol,PMI activator,PMI act hi M6P,bIAP act,TNAP act hi DEA,Diaphorase act,Lmaj promast,TNAP inh no acc,bIAP inh,TNAP inh hi DEA,Diaphorase inh
CSc1nc2ccc(Nc3nc(N4CCOCC4)nc(N4CCOCC4)n3)cc2s1,0.9,1,1.1,1,0.9,15,-7,-6,-2,10
Cc1nnc(NC(=O)c2ccc(S(=O)(=O)N3CCCCCC3)cc2)o1,1.1,0.9,1,1,0.9,-7,5,-3,-2,14

Further entries:
SMILES	PMI activator	PMI act hi M6P	bIAP act	TNAP act hi DEA	Diaphorase act	Lmaj promast	TNAP inh no acc	bIAP inh	TNAP inh hi DEA	Diaphorase inh
CCN=C1S/C(=C\c2ccc(OCC)c(OC)c2)C(=O)N1CC	0.9	0.9	0.9	1	0.8	2	-13	12	2	17
CCn1c(SCC(=O)Nc2sc3c(c2C(N)=O)CCC(C)C3)nnc1-c1ccco1 (stereo unspecified)	0.9	0.9	1	1	0.9	2	6	-4	2	11
COc1cc2cc(CN(CCN3CCCC3)C(=O)Nc3ccccc3Cl)c(=O)[nH]c2cc1OC	0.8	0.8	1.1	1	0.9	11	-7	-7	-3	13
COc1ccc(C2C(C(=O)Nc3cccnc3)=C(C)Nc3nc(-c4cccs4)nn32)cc1 (stereo unspecified)	1	1	1	1	0.9	0	-6	4	-1	7
COC(=O)C(C(=O)N1CCN(C)CC1)C1CCCCCC1 (stereo unspecified)	1	1	1	1	1	-6	-14	3	-4	4
CC1=C(C(=O)Nc2cc(C)ccn2)C(c2cnn(C)c2)C2=C(CC(c3ccccc3)CC2=O)N1 (stereo unspecified)	1	1	0.9	1	0.9	1	-14	9	-5	12
Cn1c(=O)c(C(=O)CN2CCN(S(=O)(=O)c3ccccc3)CC2)c(N)n(Cc2ccccc2)c1=O	1	1	0.6	1	0.9	71*	-10	35	1	14
Cc1ccc2ncc([N+](=O)[O-])n2c1	1	1	0.9	1	0.9	3	-13	6	-5	11
O=C(Cc1c[nH]c2ccccc12)NC1(C(=O)NC2CCCCC2)CCCCC1	1	1.1	0.9	1	1.1	-1	-65	10	3	-7
CCS(=O)(=O)NCc1ccc2[nH]c3c(c2c1)CCCC3	0.7	0.7	1	1	0.7	4	-10	-5	-5	34
CC(C)(Oc1cccc2ccccc12)C(=O)O	0.9	1.1	1	1.1	0.8	-1	-8	-4	-5	22
CN(C)C(=O)c1ccc(NC(=O)c2cc(-n3cnnc3)ccc2Cl)cc1	0.9	0.8	0.6	1	0.8	-4	-4	40	-1	16
Cc1cccc(NC(=O)CN(C)S(=O)(=O)c2ccccc2)n1	1	1.1	0.9	1.1	1	-5	-7	14	-5	3
O=C(CN1C(=O)c2ccccc2S1(=O)=O)NCCSCc1ccco1	1.1	1	1	1.1	0.8	-5	-14	3	-9	15
COc1ccc(C(N)=S)c(OC)c1	0.9	1.1	1.2	1.1	0.9	25	-28	-16	-6	13
O=C1CCCN1CC(CN1CCOCC1)Sc1nnnn1-c1ccccc1 (stereo unspecified)	1.1	1.1	1	1	0.9	-5	3	-1	-3	14
CCC(=O)N1CCN=C1SCc1ccc(F)cc1	1	1	1	1.1	0.9	-7	-22	-2	-7	12
COc1ccc(CCNC2CC(=O)N(CCc3ccccc3)C2=O)cc1OC (stereo unspecified)	1	1	1	1	0.9	-4	-10	0	-2	15
O=C(C[n+]1cc(-c2ccccc2)n2c1CCC2)OCc1ccccc1	1	1	0.7	1	0.9	0	2	33	1	10
CCC(=O)N/N=C/c1ccc(-c2ccc(Cl)cc2)o1	1	1	0.9	1	0.9	-3	-5	15	-3	9
COC(=O)c1sc2nc(CN3CCOCC3)nc(N3CCOCC3)c2c1C	0.9	1	1	1	1	-2	-6	2	-1	3
O=C(c1cnn(-c2nc3ccccc3s2)c1)c1ccccc1O	1	1	0.9	1	0.9	-11	-7	6	-1	9
Cc1ccc(NC(=O)CCC(=O)N/N=C/c2ccco2)c(C)c1	1	0.9	0.9	1.1	0.9	44	-4	6	-6	15
O=c1nc(SCc2cccc(C(F)(F)F)c2)nc2ccccn12	1	0.9	0.9	1	0.9	-9	-9	8	2	14
COCCCNc1nc2c(c(=O)[nH]c(=O)n2C)n1CC(O)COc1ccccc1C (stereo unspecified)	1	1	1	1.1	0.8	-7	-19	-2	-6	16

Reprinted from the part before: two entries, followed by the next part.
SMILES	PMI activator	PMI act hi M6P	bIAP act	TNAP act hi DEA	Diaphorase act	Lmaj promast	TNAP inh no acc	bIAP inh	TNAP inh hi DEA	Diaphorase inh
O=c1nc(SCc2cccc(C(F)(F)F)c2)nc2ccccn12	1	0.9	0.9	1	0.9	-9	-9	8	2	14
COCCCNc1nc2c(c(=O)[nH]c(=O)n2C)n1CC(O)COc1ccccc1C (stereo unspecified)	1	1	1	1.1	0.8	-7	-19	-2	-6	16
CCCN1C(=O)/C(=C/c2ccccc2OCc2ccc(C(=O)O)cc2)NC1=S	1.1	1	1.1	0.9	0.5	-8	5	-7	6	47
CC(C)CC[n+]1ccn(-c2nc3ccccc3nc2[N-]S(=O)(=O)c2ccccc2)c1	0.9	0.9	1	1.1	0.9	0	-13	-3	-6	6
O=C(CSc1nnc(-c2ccncc2)n1C1CCCCC1)Nc1ccccc1	1.1	1	1	1.1	0.9	8	-14	2	-6	10
Cc1ccccc1/C=N/Nc1nc2ccccc2[nH]1	1.4	1.3	1.4	1	1.1	79*	-18	-35	-3	-8
CCc1nc(Nc2ccc(OC)c(OC)c2)c2nnn(Cc3ccccc3Cl)c2n1	1	1	0.9	1	0.8	-2	-3	13	0	20
Cc1cc(CN(C)C)c(O)c(C2(C)CCCCC2)c1	0.9	1.1	0.8	1.1	0.9	3	-11	15	-6	12
O=c1c2c(-c3ccccc3)csc2nc2c3ccccc3c(NCCN3CCOCC3)nn12	1	1	1.2	1.1	1.1	100*	-15	-23	-5	-8
CCc1nnc(NS(=O)(=O)c2ccc(NC(=S)NC(=O)c3cccnc3)cc2)s1	0.9	1.1	0.9	1	0.8	-11	-8	7	-4	17
CC1Cc2cc(/C(O)=C3/C(=O)C(=O)N(CCCN(C)C)C3c3ccncc3)ccc2O1 (stereo unspecified)	1	1	0.9	1.1	1	-3	-6	5	-5	-5
CCOC(=O)N1CCC(NC(=O)CCC(=O)N2CCOc3ccc(Cl)cc32)CC1	1	1	1.3	1	1	1	4	-34	1	2
Cc1nc2c(-c3ccccc3)c(C)nn2c(C)c1CCC(=O)NC(C)CCc1ccco1 (stereo unspecified)	0.9	0.9	1	1.1	0.7	100*	-26	-2	-9	30

Part of the list above, limited to Diaphorase inh, TNAP inh no acc and Diaphorase act.
| compound | Diaphorase inh | TNAP inh no acc | Diaphorase act |
| --- | --- | --- | --- |
| O=C1CCCN1CC(CN1CCOCC1)Sc1nnnn1-c1ccccc1 (stereo unspecified) | 14 | 3 | 0.9 |
| CCC(=O)N1CCN=C1SCc1ccc(F)cc1 | 12 | -22 | 0.9 |

Assay outcomes: PubChem BioAssay, several laboratories
